Assay outcomes as filed in PubChem BioAssay.
MITF inh: MITF inhibitors, primary screen, biochemical, AlphaScreen, human. Microphthalmia-associated transcription factor (Homo sapiens), O75030. AlphaScreen MITF homodimerization, bead proximity signal. inhibition, % at 2.6 µM. 650,000 compounds, 0.91% hits; in the data active = inhibition above about 50%;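 also: 0% = vehicle wells with protein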
GPR151 activ: activators of human GPR151, primary screen, cell-based, PathHunter beta-arrestin, luminescence; G-protein coupled receptor 151 (Homo sapiens), Q8TDV0; PathHunter beta-arrestin GPR151 cells; activation, % at 11.2 µM; 650,000 compounds, 1% hits; AID 1508602, 2020; in the data active = activation above about 4.9%;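 also: 0% = median of compound wells and 100% = cells with positive control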
Target sequence (Q8TDV0 whole entry, looked up): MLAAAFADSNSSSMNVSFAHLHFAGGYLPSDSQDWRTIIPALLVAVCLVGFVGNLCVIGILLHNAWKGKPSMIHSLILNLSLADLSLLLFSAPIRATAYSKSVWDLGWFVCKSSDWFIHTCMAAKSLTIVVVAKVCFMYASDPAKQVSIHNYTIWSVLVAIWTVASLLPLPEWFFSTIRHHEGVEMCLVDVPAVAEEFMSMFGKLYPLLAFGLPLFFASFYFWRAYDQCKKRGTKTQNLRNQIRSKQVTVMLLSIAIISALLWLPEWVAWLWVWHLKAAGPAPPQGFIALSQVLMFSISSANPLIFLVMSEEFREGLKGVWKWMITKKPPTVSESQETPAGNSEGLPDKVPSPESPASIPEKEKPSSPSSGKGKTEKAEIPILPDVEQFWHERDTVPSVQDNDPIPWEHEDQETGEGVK
FBW7 act: FBW7 E3 ligase activators, primary screen, biochemical, AlphaScreen, human; AID 1259310, 2017; 650,000 compounds, 0.13% hits; F-box/WD repeat-containing protein 7 (Homo sapiens), Q969H0; normalized activity (activation), % at 26.1 µM; AlphaScreen FBW7–phospho-cyclin E peptide binding, activator screen; in the data active = normalized activity above about 1.9%;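 also: purified mutant Fbw7 with reduced substrate affinity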
Target sequence (Q969H0 whole entry, looked up): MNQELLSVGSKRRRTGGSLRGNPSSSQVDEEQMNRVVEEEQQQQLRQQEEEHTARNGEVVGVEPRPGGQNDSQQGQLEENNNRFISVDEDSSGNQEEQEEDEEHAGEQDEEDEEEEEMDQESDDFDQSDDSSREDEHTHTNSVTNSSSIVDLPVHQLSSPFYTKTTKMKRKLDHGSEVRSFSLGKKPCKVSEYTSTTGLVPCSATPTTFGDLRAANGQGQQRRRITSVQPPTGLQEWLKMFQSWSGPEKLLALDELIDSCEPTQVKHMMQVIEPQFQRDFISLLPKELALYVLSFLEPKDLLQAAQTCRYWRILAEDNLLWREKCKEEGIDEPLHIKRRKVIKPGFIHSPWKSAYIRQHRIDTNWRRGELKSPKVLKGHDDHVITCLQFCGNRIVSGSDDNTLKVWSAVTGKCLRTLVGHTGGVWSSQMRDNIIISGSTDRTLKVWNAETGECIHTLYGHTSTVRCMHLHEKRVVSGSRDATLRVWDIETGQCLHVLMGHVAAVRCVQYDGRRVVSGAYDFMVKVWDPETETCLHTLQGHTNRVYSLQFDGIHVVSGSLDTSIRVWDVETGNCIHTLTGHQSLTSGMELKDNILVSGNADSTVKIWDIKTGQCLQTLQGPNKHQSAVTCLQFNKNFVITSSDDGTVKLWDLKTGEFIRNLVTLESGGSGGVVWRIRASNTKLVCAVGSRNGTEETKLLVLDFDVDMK
TEAD-YAP block: TEAD-YAP interaction inhibition, primary screen, TEAD-YAP interaction inhibitor project, luminescence, HEK-TIYL cells; TEAD-Gal4/YAP UAS-luciferase luminescence; inhibition, % at 9.12 µM; 640,000 compounds, 1.4% hits; AID 1259422, 2018; in the data active = inhibition above about 32%;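 also: 0% = median of test compound wells and 100% = reference inhibitor wells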
Active calls of the source: *; & = joins results of further samples.

SMILES | MITF inh | GPR151 activ | FBW7 act | TEAD-YAP block
CCOC(=O)c1c(NC(=O)CSc2nnc(CNC(=O)c3ccc(C(C)(C)C)cc3)n2C)sc2c1CCC2 | 0 | 0.6 | -0.1 | 0
Cc1ccc2ncnc(Nc3ccccc3Cl)c2c1 | 4 | -0.5 | 0.0 | 0
COc1ccc(C(=O)NC2(Cc3ccc(F)cc3)N=C3C(C)=CC=CN3C2=O)cc1 (stereo not given) | -10 | 3.2 | 0.3 | -8
CC1=C(C(=O)OC2CCCCC2)C(c2cccc([N+](=O)[O-])c2)n2nnnc2N1 (stereo not given) | 4 | 0.2 | 0.0 | 11
N=c1oc2ccc(Cl)cc2cc1C(=O)Nc1ccc(F)cc1 | -4 | 0.6 | -0.1 | -27
CC(C)(C)c1ccc(C(=O)NNc2cc(N3CCCC3)nc(N3CCCC3)n2)cc1 | 12 | 0.3 | 0.0 | 5
CCOC(=O)c1ccccc1NC(=O)CSc1nnc(Nc2ccc(OC)cc2)s1 | 4 | -0.3 | 0.2 | -9
COc1ccccc1N(CC(=O)NCc1ccccc1)S(C)(=O)=O | -2 | -0.3 | -0.1 | -7
CCOC(=O)c1c(NC(=O)C(C)Sc2nnc(CNC(=O)COc3ccc(Cl)cc3Cl)n2C)sc2c1CCCCC2 (stereo not given) | 2 | 0.1 | 0.0 | 7
Cc1oc(-c2ccccc2)nc1CS(=O)CC(=O)N1CCOCC1 (stereo not given) | 7 | -0.5 | 0.4 | -6
COc1ccc(NC(=O)CSc2nc3c(sc(=S)n3-c3ccccc3C)c(=O)n2-c2ccccc2C)c(OC)c1 | 8 | -1.0 | -0.1 | -14
COC(=O)c1ccc(OCC2c3cc(OC)c(OC)cc3CCN2C(=O)c2cccc(OC)c2OC)cc1 (stereo not given) | 0 | 5.3* | 0.1 | -13
O=C(Nc1ccc2c(c1)C(=O)NCCO2)c1ccccc1Cl | -1 | 0.6 | -0.1 | -10
COc1cc(C2C(C(C)=O)=C(O)C(=O)N2CC(C)O)ccc1O (stereo not given) | 21 | 0.1 | 0.0 | 1
O=C(NCc1nnc2n1CCN(Cc1cccnc1)CC2)c1ccccc1 | 12 | 0.5 | 0.0 | -13
CCOC(=O)c1ccc(N2C(=S)NC3c4ccccc4OC2(C)C3C(=O)N(C)C)cc1 (stereo not given) | -6 | -0.3 | -0.2 | 0
Cc1nc2nc(SCc3ccccc3)nn2c(C)c1Cc1ccccc1Cl | 8 | 0.7 | 0.0 | -10
CCOC(=O)CN1NC2(CCCCC2)NC1=S | 13 | -0.1 | -0.1 | 6
Cc1cc(Br)ccc1NC(=O)c1cnc2scc(C)n2c1=O | 3 | -0.7 | 0.0 | 1
COC(=O)c1ccccc1NC(=O)COC(=O)CSc1nc(C)cc(C)n1 | -1 | -1.5 | 0.2 | 10
O=Cc1ccc(-c2ccc(N3CCCCC3)c([N+](=O)[O-])c2)o1 | 16 | -1.2 | -0.2 | -74
COc1cc2nc(-c3ccc(C(=O)N4CCN(C)CC4)cc3)nc(Nc3ccc(Oc4ccccc4)cc3)c2cc1OC | 8 | -0.3 | 0.1 | 16
COc1cc(/C=N/NC(=O)c2ccccc2Br)cc(Br)c1O | -13 | -1.1 | 0.0 | -8
Cc1ccnc(SCc2cc(=O)c(OC(=O)C(c3ccccc3)c3ccccc3)co2)n1 | -11 | 0.9 | -0.1 | 6
CCNc1nc(Oc2ccc(=O)n(C)n2)nc(N(C)C)n1 | -8 | -0.8 | 0.0 | -3
COC(=O)c1ccccc1NC(=O)Nc1cnn(Cc2ccc(Cl)cc2Cl)c1 | -5 | 0.0 | 0.0 | -5
Cc1ccc2oc(-c3cc(NC(=O)c4cc(Cl)ccc4Cl)ccc3O)nc2c1 | -17 | 1.3 | 0.2 | 3
CCCCOc1ccc(C2=CSC3=NCCN23)cc1[N+](=O)[O-] | 21 | -0.1 | 0.1 | -10
Cc1ccccc1NC(=O)C/C(N)=N/OCC(=O)N1CCCCCC1 | -7 | 0.0 | -0.1 | -2
COc1cccc(-n2c(=S)sc3c(=O)[nH]c(=S)[nH]c32)c1 | -14 | 0.9 | 0.2 | -5

One compound at a time (already shown). Order of values: MITF inh | GPR151 activ | FBW7 act | TEAD-YAP block
Profile of O=Cc1ccc(-c2ccc(N3CCCCC3)c([N+](=O)[O-])c2)o1 : 16 | -1.2 | -0.2 | -74
Profile of O=C(NCc1nnc2n1CCN(Cc1cccnc1)CC2)c1ccccc1 : 12 | 0.5 | 0.0 | -13
Profile of Cc1ccnc(SCc2cc(=O)c(OC(=O)C(c3ccccc3)c3ccccc3)co2)n1 : -11 | 0.9 | -0.1 | 6
Profile of COc1ccccc1N(CC(=O)NCc1ccccc1)S(C)(=O)=O : -2 | -0.3 | -0.1 | -7
Profile of Cc1nc2nc(SCc3ccccc3)nn2c(C)c1Cc1ccccc1Cl : 8 | 0.7 | 0.0 | -10

(more compounds)
SMILES | MITF inh | GPR151 activ | FBW7 act | TEAD-YAP block
CN(Cc1ccn[nH]1)C(=O)CC1C(=O)NCCN1Cc1ccc(F)c(F)c1 (stereo not given) | 2 | -0.4 | 0.1 | 0
CCN1CCN(C(c2cccs2)C(C)NS(C)(=O)=O)CC1 (stereo not given) | 0 | -1.9 | 0.0 | 9
COCCCNC(=O)/C(C#N)=C/c1cccc(Br)c1 | 16 | -0.2 | 0.6 | -3
O=c1[nH]c(=S)[nH]c(O)c1/C=N/Nc1ccc(Cl)cc1 | -5 | -3.7 | -0.4 | -12
COc1ccc(-c2csc(NCCCN(C)C)n2)cc1 | 2 | 3.5 | -0.2 | -12
COCCn1c(SCC(=O)Nc2ccc(C)cc2)nnc1C(C)C | -2 | 0.3 | -0.1 | 5
FC(F)(F)c1ccc(Cn2cnc3c(NCCN4CCOCC4)nc(NC4CCN(Cc5ccccc5)CC4)nc32)cc1 | 5 | 2.3 | -0.1 | 11
Cc1cccc(N(C)S(=O)(=O)c2ccc3[nH]cc(C(=O)NCC4CCCO4)c(=O)c3c2)c1 (stereo not given) | -19 | 0.4 | -0.9 | -12
O=C(O)c1ccccc1C(=O)Nc1ccc(S(=O)(=O)Nc2nccs2)cc1 | 19&12 | -0.1&-3.0 | 0.1&-0.1 | 3
COC(=O)Cc1nc(Nc2ccc(F)c(Cl)c2)c2c(C)c(C)sc2n1 | 15 | 0.9 | 0.2 | -5

Two of the compounds above, as comma-separated lines.
structure,MITF inh,GPR151 activ,FBW7 act,TEAD-YAP block
FC(F)(F)c1ccc(Cn2cnc3c(NCCN4CCOCC4)nc(NC4CCN(Cc5ccccc5)CC4)nc32)cc1,5,2.3,-0.1,11
Cc1cccc(N(C)S(=O)(=O)c2ccc3[nH]cc(C(=O)NCC4CCCO4)c(=O)c3c2)c1 (stereo not given),-19,0.4,-0.9,-12

Not a retest: entries from further up.
SMILES | MITF inh | GPR151 activ | FBW7 act | TEAD-YAP block
O=C(O)c1ccccc1C(=O)Nc1ccc(S(=O)(=O)Nc2nccs2)cc1 | 19&12 | -0.1&-3.0 | 0.1&-0.1 | 3
COC(=O)Cc1nc(Nc2ccc(F)c(Cl)c2)c2c(C)c(C)sc2n1 | 15 | 0.9 | 0.2 | -5

Additional records follow.
SMILES | MITF inh | GPR151 activ | FBW7 act | TEAD-YAP block
Cc1ccc(OCC(=O)NCc2nc(-c3ccccc3)no2)c(C)c1 | -2 | 0.1 | -0.1 | 10
N#Cc1c(NC2CCCCC2)nc(-c2ccco2)c2c1CCCC2 | 12 | -0.5 | 0.1 | 3
Cc1ccc(C(=O)N2CCN(c3ccc(N4CCCCCC4)nn3)CC2)cc1 | 2 | -0.9 | 0.2 | 5
C=CCNC(=O)C(=O)Nc1ccc(Cl)cc1C | -3 | -1.3 | 0.2 | -53
O=C(NCCc1ccccc1)c1cn[nH]c1-c1ccc([N+](=O)[O-])cc1 | -4 | -0.7 | -0.1 | -16
N#CC1=C(N)Oc2n[nH]c(-c3ccccc3)c2C1c1cccc([N+](=O)[O-])c1 (stereo not given) | 13 | 1.3 | -0.8 | -1
Cc1ccc(CNC(=O)c2cnc3ccc(C)cn3c2=O)cc1 | 0 | -1.5 | 0.1 | 1
Cc1ccc(OCC(=O)Nc2nc3ccccc3s2)cc1 | -8 | -0.6 | -0.1 | -50
CN1C(=O)C(C)(C)c2cc(S(=O)(=O)NCC(=O)NCc3ccccc3)ccc21 | 4 | -0.1 | 0.0 | 9
Cc1c(C(=O)NC2CCCCC2)sc2ncn(CC(=O)N3CCCCC3)c(=O)c12 | 7 | -0.5 | 0.4 | -9

Reformatted: entries from further up.
Under each structure – MITF inh	GPR151 activ	FBW7 act	TEAD-YAP block
O=C(NCCc1ccccc1)c1cn[nH]c1-c1ccc([N+](=O)[O-])cc1
    -4	-0.7	-0.1	-16
N#CC1=C(N)Oc2n[nH]c(-c3ccccc3)c2C1c1cccc([N+](=O)[O-])c1 (stereo not given)
    13	1.3	-0.8	-1
Cc1ccc(CNC(=O)c2cnc3ccc(C)cn3c2=O)cc1
    0	-1.5	0.1	1
Cc1ccc(OCC(=O)Nc2nc3ccccc3s2)cc1
    -8	-0.6	-0.1	-50

(next part)
SMILES | MITF inh | GPR151 activ | FBW7 act | TEAD-YAP block
O=C(Nc1cc(Cl)cc(Cl)c1)/C(=C/c1cccc([N+](=O)[O-])c1)NC(=O)c1ccc(F)cc1Cl | 2 | -0.1 | -0.1 | 0
CCOc1nc(C)cc(C)c1S(=O)(=O)c1cccc(C)c1 | 17 | 0.5 | 0.9 | 13
O=c1cc(-c2cccc([N+](=O)[O-])c2)[nH][nH]1 | 14 | 0.7 | -0.8 | 0
CCc1ccccc1N(CC(=O)N1CCN(C)CC1)S(C)(=O)=O | -10 | 0.1 | 0.1 | -8
CCOc1cc(C#N)ccc1OCC(=O)NCc1ccccc1 | 17 | -1.4 | 0.4 | -2
C[C@H](NC(N)=O)C(=O)NNC(=O)CCCOc1ccc(Cl)cc1Cl | 6 | 0.5 | -0.1 | 10
O=NN(CCCl)C(=O)NCCCl | -5&14 | -0.7&-0.7 | -0.1&0.1 | -14&-5
O=C(O)/C=C/c1nc(-c2cccc([N+](=O)[O-])c2)n2ccccc12 | -4 | 0.0 | -0.2 | 13
O=C(Nc1c(Cl)cccc1Cl)c1ccc([N+](=O)[O-])cc1 | 12 | 3.5 | -0.1 | -2
Nc1nc(NCc2nc3ccccc3[nH]2)cc(-c2ccc(C(=O)NC3CC3)cc2)n1 | 8 | 1.5 | -0.1 | -13
Cc1cccc(NC(/N=C(\N)NC(=O)c2ccccc2)=N\c2nc(C)cc(C)n2)c1 | -10 | -1.1 | -0.2 | 10
CCCCSc1nnc2c(n1)OC(c1ccncc1)Nc1ccc(Br)cc1-2 (stereo not given) | -3 | -0.9 | 0.0 | 6
CS(=O)(=O)c1cnc(-c2ccccn2)nc1-c1ccc(C(F)(F)F)cc1 | 5 | -0.5 | -0.1 | -4
CN(Cc1cnccn1)Cc1ccccc1OCC(O)CN1CCc2ccccc2C1 (stereo not given) | 2 | 1.3 | -0.1 | 6
COc1ccc2[nH]cc(CCNC(N)=O)c2c1 | 6 | 0.4 | 0.6 | 3
CCCOc1ccc(N2C(=O)CC(N3CCOCC3)C2=O)cc1 (stereo not given) | 5 | 0.6 | 0.0 | -2
CN(C)C(=O)c1nc2ccc(Cl)cn2c1CNCc1cccc(C(F)(F)F)c1 | -5 | 1.0 | 0.1 | -3
O=C(NNc1ccc([N+](=O)[O-])cc1[N+](=O)[O-])c1ccco1 | 5 | -1.1 | -0.4 | 10
NNc1nc2c(Cl)c(Cl)ccc2s1 | 1 | 1.0 | 0.7 | 3
CC(=O)NCCSc1nnnn1-c1ccccc1 | 10 | -1.6 | 0.2 | 2
Cn1c(C(=O)N(Cc2ccccc2)c2ccccc2)cc2c(=O)n3ccccc3nc21 | -17 | 0.3 | 0.9 | 10
Cc1ccccc1CSc1nnc2c(n1)[nH]c1ccc(S(=O)(=O)N3CCOCC3)cc12 | 7 | -0.4 | 0.2 | 10
COc1cc(Br)c(CNC(C)(C)CO)cc1OC | 12 | -0.5 | 0.0 | 5
COc1ccc(C(=O)NCC#N)cc1[N+](=O)[O-] | 3 | 0.1 | 0.1 | 6
O=C(Nc1ccc(-n2cccn2)cc1)C1CC12CCN(C(=O)CCc1cccnc1)CC2 (stereo not given) | 3 | -1.6 | 0.0 | 3
COc1cc(CNn2nnnc2N)ccc1OCc1c(Cl)cccc1Cl | -15 | 0.2 | -0.5 | 4
NC(=O)c1c(NC(=O)C2CC3CCC2C3)sc2c1CCCC2 (stereo not given) | -5 | 1.3 | -0.2 | -9
COc1ccc(/C=N/OCc2ccc(Br)cc2)c(OC)c1 | 3 | 0.0 | 0.1 | -3
COc1ccccc1CCNC(=O)CC1C(=O)NCCN1CC1CCCCC1 (stereo not given) | 10 | 3.7 | 0.1 | -1
CCOC(=O)C1=C(C)NC(SCC(N)=O)=C(C#N)C1c1ccncc1 (stereo not given) | 5 | -0.1 | 0.0 | 7
COc1ccccc1CC(=O)Nc1cnn(-c2cccc(C(=O)Nc3ccc(N4CCOCC4)cc3)c2)c1 | -2 | 0.3 | -0.1 | -36
N=C1CCCN1CC(=O)c1ccc(Cl)cc1 | 3 | 1.7 | 0.0 | -20
COc1cc(C)c(C)cc1S(=O)(=O)N1CCN(Cc2ccccc2)CC1 | 14 | 0.9 | 0.8 | -5
COc1ccc(CCn2c(=O)c3ncccc3n(Cc3cccc(Cl)c3)c2=O)cc1OC | -7 | -2.3 | -0.1 | -8
